# LMNA splice mod – modulators of lamin A splicing. HeLa LMNA splicing GFP/RFP minigene ratio, 48 h. Potency, µM (doses to about 46.1 µM), inactives show top-dose ratio change, negative = inhibition, actives largely listed as inhibitors. 200,000 compounds, 0.01% hits. AID 1487; active = well fitted inhibition curve with a large enough effect in the signal ratio, with a control signal flat, not every such curve was filed as active; inconclusive = small, poorly fitted or top-dose-only effect, or effect the other way, or a change in a side signal; the % refers to the signal ratio; note: potency is the fitted concentration of half-maximal effect; % is set by controls: 0 for no effect and ±100 for the full control effect
#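 Read-out is the ratio of GFP to DsRed2 object intensity, acquired by 488 nm laser-scanning cytometry on HeLa lamin A-EGFP minigene reporter cells. Compound incubation 48 hrs at 37 °C in Opti-MEM with 2% FBS; DMSO 0.5% final.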
# GAA glycogen – GAA glycogen-cleavage inhibition or activation; recombinant GAA, glycogen substrate, Amplex Red glucose oxidase fluorescence; 300,000 compounds, 0.38% hits; Potency, µM (series often up to 76.4 µM), for inactives: at the top dose activity change, negative = inhibition, usual class: inhibitors; P10253; AID 2100;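 note: potency is the fitted concentration of half-maximal effect; 0% = full enzyme reaction and -100% = no-enzyme basal signal; the screen sought inhibitors and activators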
#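 Recombinant enzyme (4 nM final) with compounds titrated up to 77 uM and bovine liver glycogen (30 ug) in citrate pH 5.0, 0.01% Tween-20, 37 C 40 min. Released glucose detected by Amplex Red/glucose oxidase (Ex 573/Em 610); AC50 from Hill fits.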
# aGlu spleen mod – inhibits or activates alpha-glucosidase in human spleen homogenate. P10253. human spleen homogenate, 4-MU-alpha-glucoside fluorescence. Potency, µM (series often up to 79.9 µM), for the others: at the top dose activity change, negative = inhibition, most hits filed as inhibitors. 240,000 compounds, 0.006% hits;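 note: potency is the fitted concentration of half-maximal effect; 0% = enzyme with vehicle and -100% = no enzyme basal signal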
#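 Enzyme source: human spleen homogenate, 1 ug/well. Buffer 50 mM citric acid/K phosphate pH 5.0, 0.01% Tween-20. 4-MU-alpha-glucoside 1 mM; 37 C x 40 min; NaOH/glycine stop; fluorescence.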
# CBFb RUNX1 block – CBF-beta/RUNX1 interaction disruption | Q01196+Q13951 | AlphaScreen CBFb-His/RUNX1-biotin binding, biochemical | Potency, µM (doses to about 59.8 µM), for the others: at the highest dose activity, negative = inhibition, usual class: inhibitors | 230,000 tested, under 10 active; note: % of control where 0% means no effect
# Target sequence (Q01196 whole entry, looked up): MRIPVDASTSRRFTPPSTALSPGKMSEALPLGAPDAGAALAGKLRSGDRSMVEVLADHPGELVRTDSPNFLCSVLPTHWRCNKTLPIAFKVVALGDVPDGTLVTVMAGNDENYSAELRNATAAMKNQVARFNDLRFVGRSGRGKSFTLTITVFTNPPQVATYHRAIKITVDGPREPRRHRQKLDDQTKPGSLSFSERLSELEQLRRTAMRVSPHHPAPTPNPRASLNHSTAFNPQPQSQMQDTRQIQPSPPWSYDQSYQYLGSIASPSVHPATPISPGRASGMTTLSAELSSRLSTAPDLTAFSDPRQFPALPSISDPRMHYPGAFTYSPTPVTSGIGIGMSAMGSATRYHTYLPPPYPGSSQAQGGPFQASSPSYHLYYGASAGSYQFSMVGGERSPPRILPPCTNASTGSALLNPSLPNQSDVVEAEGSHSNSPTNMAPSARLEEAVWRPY
# Target sequence (Q13951 whole entry, looked up): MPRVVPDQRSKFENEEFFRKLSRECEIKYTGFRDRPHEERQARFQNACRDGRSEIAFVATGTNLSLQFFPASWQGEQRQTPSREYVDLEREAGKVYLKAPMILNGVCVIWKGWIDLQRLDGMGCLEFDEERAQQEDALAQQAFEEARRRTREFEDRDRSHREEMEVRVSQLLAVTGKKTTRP
#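 CBFb-His/RUNX1-biotin, 30 nM each, preincubated 20 min RT; compound 15 min RT; Ni + streptavidin beads 50 ng each, 90 min RT; AlphaScreen read.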
# GAA inhib – inhibitors of human lysosomal alpha-glucosidase. P10253. purified human GAA, 4-MU-alpha-glucoside fluorescence. Potency, µM (series often up to 76.9 µM), without a hit: at the highest dose activity change, negative = inhibition, hits mostly inhibitors. 200,000 compounds, 0.005% hits;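 note: potency is the fitted concentration of half-maximal effect; plate controls were uninhibited enzyme wells for no effect and no-enzyme background for full effect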
#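 Activity normalized between no-enzyme (basal) and enzyme-only wells. Conditions: 4 nM human enzyme, 400 uM fluorogenic substrate, citrate/phosphate pH 5.0 with Tween-20, 20 min room temperature, compounds up to 77 uM.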
# HTT cytoprotect – Huntington cell model cytoprotection by ATP luminescence. PC12 HTT-Q103 induced, cytoprotection, ATP luminescence, 40 h. Potency, µM (titrated, usually from 56.4 µM), for inactives: cytoprotection (ATP increase), hits mostly activators. 230,000 compounds, 0.14% hits. AID 1471;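 note: potency is the fitted concentration of half-maximal effect; % of control where 0% means no effect; nearly all actives have a fitted effect of over 45% in size; toxic huntingtin expression switched on by the ecdysone agonist tebufenozide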
#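 Compounds were screened for protection of PC12 cells against cell death after tebufenozide induction (100 nM final) of mutant Huntingtin exon 1 (Q103) fused to GFP.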
# HTT aggregate – mutant huntingtin aggregation inhibition; 220,000 compounds, 1.1% hits; Potency, µM (series often up to 46.1 µM), for inactives: top-dose activity change, negative = inhibition, usual class: inhibitors; PC12 HttQ103-GFP aggregates, Acumen cytometry, 40 h; note: potency is the fitted concentration of half-maximal effect; % is set by controls: 0 for no effect and ±100 for the full control effect; nearly all actives have a fitted effect of over 60% in size
#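 Using laser scanning cytometry, GFP-positive aggregates were counted after lysis of PC12 cells induced with 100 nM tebufenozide to express HTT exon 1 Q103–GFP. Compounds were tested in titration.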
# Starred values were filed as active, the others as inactive; ? = inconclusive; . = not tested or not shown; [ ] = another dose, or the depositor's remark. Unless noted, calls come from the whole dose curve; as a rule, active = well fitted curve in the direction sought with a large enough effect; inconclusive = small, poorly fitted or top-dose-only effect, or another doubt; inactive = no such curve, though single readings can be large; an effect the other way counts as inactive or inconclusive.
SMILES,LMNA splice mod,GAA glycogen,aGlu spleen mod,CBFb RUNX1 block,GAA inhib,HTT cytoprotect,HTT aggregate
CCOCCCNC(=S)N1CCC(NC(=O)C23CC4CC(CC(C4)C2)C3)CC1,.,-17.8%,-0.6%,8.3%,4.2%,32.9%[10 µM],-20.4%
O=C(Nc1ccc(Br)c2cccnc12)c1ccc(Cn2cc(Cl)cn2)o1,-9.3%,-3.2%,1.6%,2.6%,-4.2%,21.2%[10 µM],4.5%
O=C(O)CCc1ccc(-c2ccccc2)n1NC(=O)c1sc2ccccc2c1Cl,3.9%,23.4%,3.2%,-15.9%,-0.3%,4.2%[10 µM],7.3%
O=C(CSCC(=O)N1CCOCC1)Nc1ccccc1,-4.3%,-5.0%,1.6%,-7.8%,-10.7%,-5.7%,-4.1%
COc1ccc(-n2c(N)c(C#N)c3ccc([N+](=O)[O-])cc3c2=O)cc1,-10.9%,-5.0%,-18.0%,-0.5%,-2.4%,13.5%[10 µM],?
Cc1ccc(NC(=O)CC(=O)Nc2ccc(C)cc2)cc1,6.7%[46 µM],-2.4%,8.6%,9.4%,-2.8%,-30.5%[inhibitor],-3.4%
COc1ccc(-c2[nH]nc3c2C(c2ccsc2)C(C#N)=C(N)O3)cc1 (centres undefined),10.6%,-14.2%,0.3%,6.4%,5.6%,-21.2%,-5.5%
C=CCNS(=O)(=O)c1cccc(C(C)=O)c1,6.7%,13.5%,-9.3%,5.7%,-7.8%,3.4%[10 µM],-4.6%
CCCCN(c1ccccc1)S(=O)(=O)c1ccc2c(c1)CCN2C(=O)CCC(=O)O,-20.9%,0.5%,-7.4%,10.9%,0.2%,9.0%[10 µM],-19.9%
COc1ccc(C(=O)Nc2ccc(F)cc2F)cc1OC,1.8%,0.8%,-24.8%,-2.4%,2.5%,-9.2%,7.2%
O=C(Cc1sc(Nc2ccccc2)nc1-c1ccccc1)NCc1ccccc1,?,-20.0%,-3.2%,-2.0%,2.5%,-22.2%[10 µM],-10.0%
O=C(Nc1cc2c(cc1Br)OCCO2)c1ccco1,-20.2%,-0.7%,-4.1%,-3.1%,2.6%,-9.9%[10 µM],4.2%
CC(C)OC(=O)c1cccc(C(=O)O)n1,-6.4%,4.9%,-7.0%,6.3%,3.1%,22.1%[1.9 µM],-16.4%
CCCCC1(O)CC(C(F)(F)F)=NN1C(=O)COc1ccccc1 (centres undefined),?,-2.5%,-4.8%,6.8%,-7.7%,11.5%[10 µM],-23.1%
CCOC(=O)c1c(C)nn(-c2ncccc2NC(=O)CCC(=O)O)c1C,?,-5.2%,2.6%,7.3%,-5.8%,-1.8%[10 µM],16.3%[9.22 µM]
Cn1c(=NC(=O)CSCC(=O)N2CCCC2)sc2ccccc21,4.0%,13.1%,0.5%,9.0%,5.1%,-10.9%,18.3%
COc1cc(/C=C2\S/C(=N/S(=O)(=O)Cc3ccccc3)NC2=O)c([N+](=O)[O-])cc1OC,.,1.3%,-4.8%,-2.3%,.,-17.5%[10 µM],-8.7%[9.22 µM]
c1ccc(C2(CNc3ccccn3)CCCC2)cc1,3.8%,6.5%,-8.2%,1.8%,-1.1%,-17.8%,-3.7%[9.22 µM]
CCOC(=O)C1(Cc2cccc(F)c2)CCN(C(=O)C2CCCO2)CC1 (centres undefined),.,-1.5%,-2.5%,4.0%,.,-0.4%[10 µM],7.5%[9.22 µM]
O=C(NCCc1cccc(F)c1)[C@@H]1CSC2c3ccccc3C(=O)N21 (some centres undefined),1.3%,5.3%,-0.8%,2.7%,3.7%,15.7%,-4.4%

# A run of entries of the results above, for reference:
SMILES,LMNA splice mod,GAA glycogen,aGlu spleen mod,CBFb RUNX1 block,GAA inhib,HTT cytoprotect,HTT aggregate
Cc1ccc(NC(=O)CC(=O)Nc2ccc(C)cc2)cc1,6.7%[46 µM],-2.4%,8.6%,9.4%,-2.8%,-30.5%[inhibitor],-3.4%
COc1ccc(-c2[nH]nc3c2C(c2ccsc2)C(C#N)=C(N)O3)cc1 (centres undefined),10.6%,-14.2%,0.3%,6.4%,5.6%,-21.2%,-5.5%
C=CCNS(=O)(=O)c1cccc(C(C)=O)c1,6.7%,13.5%,-9.3%,5.7%,-7.8%,3.4%[10 µM],-4.6%
CCCCN(c1ccccc1)S(=O)(=O)c1ccc2c(c1)CCN2C(=O)CCC(=O)O,-20.9%,0.5%,-7.4%,10.9%,0.2%,9.0%[10 µM],-19.9%
COc1ccc(C(=O)Nc2ccc(F)cc2F)cc1OC,1.8%,0.8%,-24.8%,-2.4%,2.5%,-9.2%,7.2%
O=C(Cc1sc(Nc2ccccc2)nc1-c1ccccc1)NCc1ccccc1,?,-20.0%,-3.2%,-2.0%,2.5%,-22.2%[10 µM],-10.0%
O=C(Nc1cc2c(cc1Br)OCCO2)c1ccco1,-20.2%,-0.7%,-4.1%,-3.1%,2.6%,-9.9%[10 µM],4.2%
CC(C)OC(=O)c1cccc(C(=O)O)n1,-6.4%,4.9%,-7.0%,6.3%,3.1%,22.1%[1.9 µM],-16.4%
CCCCC1(O)CC(C(F)(F)F)=NN1C(=O)COc1ccccc1 (centres undefined),?,-2.5%,-4.8%,6.8%,-7.7%,11.5%[10 µM],-23.1%
CCOC(=O)c1c(C)nn(-c2ncccc2NC(=O)CCC(=O)O)c1C,?,-5.2%,2.6%,7.3%,-5.8%,-1.8%[10 µM],16.3%[9.22 µM]
Cn1c(=NC(=O)CSCC(=O)N2CCCC2)sc2ccccc21,4.0%,13.1%,0.5%,9.0%,5.1%,-10.9%,18.3%
COc1cc(/C=C2\S/C(=N/S(=O)(=O)Cc3ccccc3)NC2=O)c([N+](=O)[O-])cc1OC,.,1.3%,-4.8%,-2.3%,.,-17.5%[10 µM],-8.7%[9.22 µM]

# New compounds follow
SMILES,LMNA splice mod,GAA glycogen,aGlu spleen mod,CBFb RUNX1 block,GAA inhib,HTT cytoprotect,HTT aggregate
COc1ccc(/C(O)=C2/C(=O)C(=O)N(CCCC(=O)O)C2c2ccc(OC)cc2)cc1 (centres undefined),4.7%,3.6%,-18.1%,4.6%,-0.2%,17.6%,4.3%
COc1ccccc1NC(=O)Nc1cc(F)ccc1F,-21.9%[46 µM],-20.6%,-19.9%,-0.8%,3.9%,-10.5%,?
Cc1ccc(S(=O)(=O)N2CCOCC2)c(C)c1NS(C)(=O)=O,-13.5%,2.3%,-4.4%,8.0%,-2.7%,1.7%[10 µM],17.2%
CSc1ccc(CN(C)Cc2nc3ccccc3c(=O)[nH]2)cc1,.,2.8%,2.0%,-0.5%,.,-7.9%[10 µM],-5.4%[9.22 µM]
CCc1nc2sc3c(=O)n(N)cnc3c2c2c1COC(C)(C)C2,-11.8%,1.9%,-0.7%,-3.7%,-2.5%,-5.9%[10 µM],4.0%
CCc1nnc(NC(=O)CSc2nnc(-c3ccccc3O)o2)s1,?,-16.7%,-5.2%,-27.1%,?,-13.5%[10 µM],-3.6%[9.22 µM]
O=C(NC1(C(F)(F)F)NC(=O)N(c2ccc(F)cc2)C1=O)c1ccncc1 (centres undefined),25.4%,-4.3%,-3.2%,-1.3%,5.9%,.,9.8%
CC(C)(C)OCC(NC(=O)C(CC(N)=O)NC(=O)OC(C)(C)C)C(=O)OC(C)(C)C (centres undefined),-5.8%,5.8%,1.3%,12.9%,-24.1%,-15.5%,-9.1%
O=C(Cn1c(=O)c2c(ncn2C2CCCC2)n(Cc2ccccc2)c1=O)N1CCc2ccccc21,7.7%,-11.2%,-6.8%,-8.2%,-7.4%,-26.4%,5.0%
N#Cc1cc2c([nH]c1=S)CCCCCC2,8.2%,-24.9%,-28.6%,2.2%,?,11.7%,-7.0%
COc1ccc(Cc2nc(-c3cccs3)no2)cc1OC,?,3.8%,-5.2%,-1.6%,-3.3%[15.4 µM],-21.5%,-11.2%
O=C1CC(N2CCN(c3ccc(F)cc3)CC2)C(=O)N1Cc1cccs1 (centres undefined),3.4%,-8.4%,-1.4%,4.8%,-5.5%,-8.2%[1.9 µM],7.4%
Cn1c(COc2ccccc2)nnc1SCCC(=O)Nc1ccccc1,3.3%,-4.4%,-6.8%,8.4%,-3.9%,7.6%[0.074 µM],2.3%
CCn1nc(C)cc1C(=O)N1CCCC(C(=O)c2cccc(OC)c2)C1 (centres undefined),.,-6.4%,2.1%,6.3%,1.8%,-3.9%[10 µM],4.0%[9.22 µM]
Cc1ccc(N(C)C(=O)N2CCN(S(=O)(=O)c3ccc(C)cc3)CC2)cc1,-6.3%,-1.0%,-27.5%,-2.5%,?,-7.6%,12.5%
COc1cc2c(cc1OC)C(c1ccc(C)o1)CC(=O)N2 (centres undefined),-3.3%,0.2%,-8.2%,2.5%,9.6%,2.1%[10 µM],-0.4%
Cc1ccc(C(c2c(O)nc3n(c2=O)CCS3)c2c(O)nc3n(c2=O)CCS3)cc1,-11.1%,9.6%,4.6%,5.1%,3.4%,24.0%[10 µM],-6.8%
Cc1ccccc1OCCn1nc(C(=O)O)c2ccccc2c1=O,-2.4%,-16.1%,7.6%,9.9%,4.8%,0.3%,-6.9%
COc1cc(C(=O)N/N=C/c2sc(N3CCOCC3)nc2-c2ccccc2)cc(OC)c1OC,.,-3.3%,-2.2%,-22.6%,-0.6%,-18.4%,6.3%
O=C(CCc1ccccc1)n1nc(-c2ccco2)nc1SCc1ccccc1,-0.4%,7.1%,8.0%,-0.3%,-2.6%,-51.5%[inhibitor],-0.7%
O=C(Nc1cnc2ccccc2c1)c1ccncc1,-3.9%,3.5%,1.2%,-0.2%,1.5%,-13.8%,15.3%
Cc1cc(NC(=O)CSc2nncn2-c2ccccc2)no1,.,5.3%,1.8%,14.1%,-0.5%,-31.3%[inhibitor],-8.2%
COc1cccc(C2CC(c3cccs3)=NN2S(C)(=O)=O)c1OC (centres undefined),10.7%[46 µM],-3.1%,-7.1%,3.6%,-2.4%,22.9%[10 µM],14.7%[9.22 µM]
COc1ccc(/C=C2\SC(=S)N(C(Cc3ccccc3)C(=O)O)C2=O)cc1 (centres undefined),-3.4%[46 µM],-0.7%,-2.0%,-20.3%,-8.1%,-27.0%,7.5%

# Looked up by structure from the list above, 2 records:
SMILES,LMNA splice mod,GAA glycogen,aGlu spleen mod,CBFb RUNX1 block,GAA inhib,HTT cytoprotect,HTT aggregate
O=C(Nc1cnc2ccccc2c1)c1ccncc1,-3.9%,3.5%,1.2%,-0.2%,1.5%,-13.8%,15.3%
COc1ccc(/C=C2\SC(=S)N(C(Cc3ccccc3)C(=O)O)C2=O)cc1 (centres undefined),-3.4%[46 µM],-0.7%,-2.0%,-20.3%,-8.1%,-27.0%,7.5%
